Bioassay records: PubChem BioAssay, several laboratories
NS3 helicase inh: inhibitors of HCV NS3 helicase, primary screen, biochemical, Cy5 molecular beacon fluorescence. inhibition, % at 10.9 µM. hit rate 0.56% among 290,000. AID 1800, 2009. Hepatitis C virus NS3 helicase. NS3 helicase DNA unwinding;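 active = inhibition above the mean of all tested compounds plus 3 SD, set per campaign, cut at about 35% in these data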;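 also: 0% = DMSO wells and 100% = thioflavine S control wells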
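Control set: DMSO versus 110 µM thioflavine S; Material: NS3 helicase fragment of HCV; Measured by: Cy5 fluorescence at 0 and 60 min, beacon hairpin quenching; Read-out basis: percent inhibition from t60/t0 fluorescence ratio; Times: reaction time 60 min, 25 °C; Repeats: single replicate; Compound dosing: single dose, 10.9 µM nominal final, DMSO 0.8% final.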
SUMO HTRF inh: inhibitors of in vitro SUMOylation cascade, primary screen, biochemical, HTRF, uHTS | HTRF SUMOylation assay, SAE1/SAE2 + UBC9 | inhibition, % at 35 µM | SUMO-conjugating enzyme UBC9 (Homo sapiens), P63279 | AID 2006, 2009 | hit rate 0.36% among 290,000; in the data active = inhibition above about 50%, passing the limit was not always enough; also: strong numbers were not always called active
Target sequence (P63279 whole entry, looked up): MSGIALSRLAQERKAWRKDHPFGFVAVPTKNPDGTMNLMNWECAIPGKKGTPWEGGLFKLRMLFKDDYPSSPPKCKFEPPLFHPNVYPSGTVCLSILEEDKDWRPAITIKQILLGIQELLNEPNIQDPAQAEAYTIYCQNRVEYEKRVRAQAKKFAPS
GalR3 antag: GalR3 antagonists in HEK293 cells, primary screen, cell-based, fluorescence readout; Galanin receptor type 3 (Homo sapiens), O60755; HEK293 GalR3-CNG cAMP membrane potential fluorescence; galR3 body fused to GalR1 C-terminus; inhibition, % at 3 µM; hit rate 0.44% among 360,000; AID 651719, 2012;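 active = inhibition above the screen-wide average plus 3 SD, cut at about 13% in these data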;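 also: forskolin and galanin both at EC90 stimulate the cells; cAMP rise reported by CNG channel membrane potential dye signal; 0% = forskolin plus galanin with DMSO and 100% = forskolin alone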
Target sequence (O60755 1-299 limits assumed): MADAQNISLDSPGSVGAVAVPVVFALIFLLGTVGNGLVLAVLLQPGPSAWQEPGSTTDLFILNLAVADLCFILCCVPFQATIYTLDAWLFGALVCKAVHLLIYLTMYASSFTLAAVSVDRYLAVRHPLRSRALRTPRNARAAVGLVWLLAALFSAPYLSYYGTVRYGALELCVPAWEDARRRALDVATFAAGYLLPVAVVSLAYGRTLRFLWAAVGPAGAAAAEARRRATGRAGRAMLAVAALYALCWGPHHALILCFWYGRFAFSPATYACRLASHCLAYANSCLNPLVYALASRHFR
CRFR2-BP ag: agonists of CRF-BP/CRF-R2 complex, primary screen, cell-based, HEK293, calcium dye fluorescence, uHTS; hit rate 0.46% among 350,000; AID 588473, 2011; calcium dye fluorescence (FLIPR); percent of saturating CRF peptide response; activation, % at 13.2 µM; CRF-binding protein / CRF receptor 2 complex (human);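 active = activation of at least 50%, plus an integration ratio under a set limit after plate pattern correction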;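 also: plate controls were neutral control wells without compound for no effect and CRF at EC100 for full effect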
DNA FID counter: compounds displacing fluorescent DNA intercalator, primary screen, artefact control for HCV NS3 helicase inhibitor project, biochemical, FID fluorescence | inhibition, % at 7.9 µM | hit rate 0.17% among 290,000 | DNA fluorescent intercalator displacement | AID 1845, 2009; in the data active = inhibition above about 37%;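 also: 0% = vehicle and 100% = reference compound; higher means more ethidium bromide displaced from hairpin DNA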
MEKK2mut PB1 HTS: MEK5 binding signal on mutant MEKK2 PB1, primary screen, biochemical, multiplex bead flow cytometry, Alexa488-MEK5; percent response, % at 10 µM; AID 1530, 2009; hit rate 0.35% among 290,000; Alexa488-MEK5 binding to MEKK2 mutant; in the data active = percent response above about 24%, passing the limit was not always enough; also: inactives centre near 1; some results filed as inactive read as strong as hits
MEKK3 PB1 HTS: modulators of MEKK3-MEK5 PB1 binding, primary screen, biochemical, wildtype MEKK3, multiplex bead flow cytometry, Alexa488-MEK5. Mitogen-activated protein kinase kinase kinase 3 (Homo sapiens), Q99759. bead-based flow cytometry, Alexa488-MEK5 binding to MEKK3; actives lie on both sides; 0 = blocked by unlabeled MEK5, 100 = vehicle. binding response (% of control), % at 10 µM. hit rate 1.4% among 290,000. AID 1529, 2009;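 active = binding response more than 3 SD above or below the average of its plate-row segment, actives on both sides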;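 also: Alexa488 bead fluorescence after subtracting the streptavidin-only scavenger bead signal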
Target sequence (Q99759 whole entry, looked up): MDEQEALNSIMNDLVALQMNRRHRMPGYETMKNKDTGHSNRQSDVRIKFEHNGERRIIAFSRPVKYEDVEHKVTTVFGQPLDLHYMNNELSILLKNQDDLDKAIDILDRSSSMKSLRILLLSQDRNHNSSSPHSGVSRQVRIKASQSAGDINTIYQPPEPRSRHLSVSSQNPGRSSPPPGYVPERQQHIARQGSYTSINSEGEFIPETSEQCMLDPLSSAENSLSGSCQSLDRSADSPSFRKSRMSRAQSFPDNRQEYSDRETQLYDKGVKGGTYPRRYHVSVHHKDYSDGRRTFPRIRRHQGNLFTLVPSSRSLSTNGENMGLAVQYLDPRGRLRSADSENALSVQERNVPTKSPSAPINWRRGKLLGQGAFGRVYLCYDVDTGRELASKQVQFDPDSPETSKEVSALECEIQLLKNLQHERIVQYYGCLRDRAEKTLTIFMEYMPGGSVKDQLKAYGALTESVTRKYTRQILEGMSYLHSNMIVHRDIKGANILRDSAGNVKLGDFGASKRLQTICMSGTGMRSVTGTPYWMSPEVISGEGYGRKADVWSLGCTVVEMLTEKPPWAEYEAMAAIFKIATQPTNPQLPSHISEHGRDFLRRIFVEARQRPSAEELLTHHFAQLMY
CRFR2-BP antag: antagonists of CRF-BP/CRF-R2 complex, primary screen, cell-based, HEK293, calcium dye fluorescence, uHTS; CRF-induced calcium fluorescence; inhibition, % at 11.8 µM; hit rate 0.59% among 350,000; AID 588475, 2011;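 active = inhibition of the ligand-induced calcium signal above about 50% at the single tested concentration, limit read from the data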
MEKK2wt PB1 HTS: modulators of MEK5 binding to wildtype MEKK2, primary screen, biochemical, multiplex bead flow cytometry, Alexa488-MEK5 | Mitogen-activated protein kinase kinase kinase 2 (Homo sapiens), Q9Y2U5 | hit rate 1.1% among 290,000 | binding response (% of control), % at 10 µM | Alexa488-MEK5 binding to MEKK2 WT; actives lie on both sides | AID 1531, 2009; in the data active = binding response below about 67% or above about 130%
Active calls of the source: *; . = not tested or not shown; [ ] = another dose, or the depositor's remark.

Each structure is followed by: NS3 helicase inh	SUMO HTRF inh	GalR3 antag	CRFR2-BP ag	DNA FID counter	MEKK2mut PB1 HTS	MEKK3 PB1 HTS	CRFR2-BP antag	MEKK2wt PB1 HTS
> Cc1c(C(=O)NC2=NCCS2)cccc1[N+](=O)[O-]
→ -14	13	-7	-2.6	-3	1	105	0	103
> CCn1c2ccccc2c2cc(C3N=C(N)Nc4nc5ccccc5n43)ccc21 (centres undefined)
→ -74	6	-9	-0.4	0	9	100	19	114
> COc1cccc(CN(CC2CCCO2)C(=O)c2cc3ccccc3oc2=O)c1 (centres undefined)
→ 4	16	-6	-3.1	-29	-3	97	-22	94
> COc1ccccc1N1CCN(c2cc(=O)n(Cc3ccc(F)cc3)c(=O)[nH]2)CC1
→ -1	-14	.	0.4	-6	0	100	-8	102
> CCOC(=O)C1CCCN(C(=O)c2ccc3oc(Cc4ccccc4)nc3c2)C1 (centres undefined)
→ -9	5	0	0.1	-53	-1	103	-16	106
> CCc1ccccc1NC(=O)CN(C)Cc1c(O)ccc2ccccc12
→ 9	-3	-7	-1.2	-2	-4	99	-6	94
> O=C(Nc1ccc(S(=O)(=O)Nc2ccccn2)cc1)c1cccc(Cl)c1
→ -4	3	-7	0.5	-9	-2	95	-16	97
> O=C1CN(C(=O)c2cc(Br)c(Br)s2)c2ccccc2N1
→ 1	1	-2	0.4	0	1	98	-7	97
> Cc1ccc2c(c1)cc1c(=O)n(CC(=O)N(C)c3ccccc3)nc(C)n12
→ 6	-7	-1	-0.4	-27	-5	98	-6	100
> CC/C(=N\n1nnnc1Nc1ccccc1)c1ccccc1
→ 0	2	-3	-0.6	-4	4	105	-7	101
> COc1cc(/C=N/NC(=S)NC2CC3C=CC2C3)cc(OC)c1OC (centres undefined)
→ -4	0	1	-1.3	-24	2	102	-13	101
> CC(=O)c1c(C)nc(-c2ccc(Cl)cc2)nc1N
→ -1	2	-4	-1.2	8	-7	76	-4	79
> CCCCNS(=O)(=O)c1ccc2nc(-c3cccnc3)cc(C(=O)NCC(OC)OC)c2c1
→ -26	11	-8	-2.3	-30	8	103	-1	105
> NC1=NC[C@H](Cc2ccccc2)N1CC1CCCCC1
→ .	.	1	-2.1	.	1	102	-2	105
> Cc1cc(N2C(=O)C(O)=C(C(=O)c3cc4ccccc4o3)C2c2cccs2)no1 (centres undefined)
→ -2	0	-9	4.2	-8	2	101	9	88
> CCCC(=O)N(Cc1cc(=O)[nH]c2ccccc12)c1ccc(C)cc1C
→ -15	-1	-10	-1.6	-41	1	105	2	104
> CCOc1ccc(Br)cc1S(=O)(=O)Nc1ccc(C(=O)OC(C)C(=O)N(C)c2ccccc2)cc1 (centres undefined)
→ -12	-28	4	1.2	-28	15	105	-9	101
> O=C(COc1ccc2ccccc2c1Br)NNC(=O)Nc1ccccc1
→ 10	17	-7	-1.1	-13	6	103	-2	104
> CCCC1CC(C)(C(=O)CSc2n[nH]c(-c3ccccc3)n2)OC1=O (centres undefined)
→ -7	14	1	-0.7	-8	4	107	1	108
> CCSc1ncnc2c(C#N)c3n(c12)CCCCC3
→ -2	19	2	1.5	-11	6	102	1	106
> O=C(c1nnc(Cc2ccc(Cl)cc2)o1)N1CCOCC1
→ -5	-9	-1	1.2	-7	0	116	-5	106
> O=c1cc(CSCc2ccc(Cl)cc2)[nH]c(=O)[nH]1
→ 12	2	-1	1.2	-5	17	104	0	112
> Cc1ccccc1C(=O)N(C)c1ccccc1C(=O)NCc1ccccc1
→ -2	-2	-5	1.9	-16	2	99	-14	104
> CCOc1cc(CNCc2cccs2)cc(Br)c1OC
→ -16	-19	-3	-1.2	7	7	100	-5	109
> CCN(CC)C(=O)C1CCCN(C(=O)c2oc3ccc(C)cc3c2C)C1 (centres undefined)
→ -3	-1	3	-0.1	-29	4	99	-8	101
> O=C(COC(=O)CCc1nc2ccccc2s1)Nc1ncc(Cl)cc1Cl
→ -6	-6	-11	1.3	-19	7	97	2	101
> COc1n[nH]c2nncnc12
→ 0	7	0	-1.0	1	-1	97	-3	104
> Cc1nn2cc(-c3ccc(-c4ccccc4)cc3)nc2s1
→ -5	17	-6	1.7	-1	10	103	-15	103
> O=C(c1ccc(-c2ccccc2)cc1)N1CCN(c2nc3ccccc3o2)CC1
→ -2	2	.	7.9	2	13	111	-15	86
> Cc1cnc(C(=O)OCC(=O)Nc2cc(Cl)cc(Cl)c2)cn1
→ 0	20	0	-0.9	0	-4	94	-8	89
> CSc1ccc(CN(C)C(C)C(=O)NCc2ccccc2)cc1 (centres undefined)
→ -10	-1	-2	-7.3	4	-4	101	3	98
> CC(=O)Oc1ccc(C(=O)Nc2cc(NC(=O)c3ccc(OC(C)=O)cc3)cc(C(=O)NC(C)(C)C)c2)cc1
→ 3	-9	-4	4.8	-31	-1	103	3	107
> COc1ccc(-c2nnc(COc3ccc4ccccc4c3)o2)cc1OC
→ -10	11	-5	0.7	-9	-3	101	-4	101
> O=C(NCc1ccc(F)cc1)c1ccc(NC(=O)C2CCCO2)cc1 (centres undefined)
→ -5	-6	-7	-0.3	-17	-1	105	-4	99
> COC(=O)c1cc(Br)ccc1NC(=O)Nc1ccc(C)cc1
→ 10	.	-2	1.2	-1	8	118	14	124
> CCCCCc1cccnc1
→ -7	2	2	-1.0	-4	-6	93	-4	91
> CC1CCN(Cc2csc(N)n2)CC1
→ 0	-2	-1	-0.5	1	4	102	2	107
> CCOc1ccc(-c2nnn(CC(=O)N3CCCC3)n2)cc1OCC
→ 5	19	0	-2.0	-14	4	105	9	100
> Cc1c(C)c2c(OCC(=O)N3CCC(C(N)=O)CC3)cc3c(c2oc1=O)CCC(C)(C)O3
→ -4	43	-4	-3.1	-41	-1	97	2	99
> COc1ccc(/C=N/NC(=O)C(=O)Nc2ccccn2)cc1OC
→ 4	31	-2	-1.7	-7	10	105	-1	107
> COc1ccc(S(=O)(=O)N2CCC(O)(c3ccc(Cl)cc3)CC2)cc1OC
→ 0	-13	-2	-0.4	-12	3	97	-1	96
> O=C(OCCC1Oc2cccnc2NC1=O)c1ccc([N+](=O)[O-])cc1 (centres undefined)
→ -3	8	-4	.	1	-9	74*[inhibitor]	.	75
> COCCn1cnnc1SCC(=O)Nc1sccc1C(N)=O
→ -5	18	-2	-4.0	0	-6	92	-3	93
> CCn1nc(C)cc1C(=O)NC1CC(C)(C)Cc2c1cnn2-c1cccc(F)c1 (centres undefined)
→ -4	-7	-2	0.4	-31	10	103	-3	102
> Nc1cc(=O)[nH]c(=O)n1-c1cccc(F)c1
→ -4	9	27*	-0.9	2	3	105	-4	89
> O=C(Nc1nc2c(s1)CN(Cc1ccccc1)CC2)c1cccc(S(=O)(=O)N2CCc3ccccc32)c1
→ -90	-12	-3	93*	-7	5	113	-92	114
> CN=C1SC(CC(=O)Nc2ccc(C(=O)O)cc2)C(=O)N1C (centres undefined)
→ 4	-10	-3	-2.2	4	1	100	-1	102
> COc1ccc(-c2noc(CCC(=O)NCC3CCCO3)n2)cc1OC (centres undefined)
→ 8	8	-5	-2.2	-15	1	105	18	107
> C/C(=C\C(=O)c1ccc(C)o1)Nc1ccc(C(=O)O)cc1C
→ 7	7	-1	-0.3	4	7	107	8	106
> CCOc1cc(/C=N/N=C2/NC(=O)C(CC(=O)O)S2)ccc1OCc1ccc(Cl)cc1 (centres undefined)
→ 20	3	-7	0.1	-38	-12	66	-7	73
> O=C(CCN1CCCCC1)c1ccc2c(c1)OCO2
→ 4	5	-3	-2.3	1	6	106	51*	105
> Cc1ccc(CNc2ccc3c(c2)OCO3)c(C)c1
→ -17	11	.	.	-5	24	87	.	108
> CCCS(=O)(=O)N1CCC(C(=O)NCCN(CC)c2ccccc2)CC1
→ 2	-5	0	-0.3	-16	-1	100	2	98
> CCOc1ccccc1N(CC(=O)Nc1ccccc1C(=O)OC)S(C)(=O)=O
→ 2	6	-1	-0.6	5	-1	98	-11	97
> COc1ccc(S(=O)(=O)Cc2ccc(C(=O)NCc3cccs3)o2)cc1
→ 7	16	3	-2.9	-14	1	101	11	100
> O=C(CSc1ccc2ccccc2c1)NCc1cccs1
→ 0	12	-2	0.3	-9	9	101	3	101
> O=C(NCCCn1ccnc1)c1cccc(Cl)c1
→ 1	12	-9	2.7	1	4	99	-9	105
> COc1cc(C)c(CNc2cccc(C)c2)cc1C
→ 0	5	-3	0.1	6	3	100	7	102
> COc1cc(Cc2cc(N)nc(N)n2)cc(OC)c1OC
→ 6	1	-7	-1.8	-3	1	97	2	100
> O=C(NC(=S)Nc1nc(-c2cccc([N+](=O)[O-])c2)cs1)c1cc(Cl)ccc1Cl
→ 2	12	1	-0.1	19	-14	98	1	81

Continuation:
Each structure is followed by: NS3 helicase inh	SUMO HTRF inh	GalR3 antag	CRFR2-BP ag	DNA FID counter	MEKK2mut PB1 HTS	MEKK3 PB1 HTS	CRFR2-BP antag	MEKK2wt PB1 HTS
> CC(C)c1ccc(NC(=O)COC(=O)COc2ccccc2)cc1
→ -7	0	-2	0.8	-5	28	104	3	118
> COCc1ccc([C@@H]2C[C@H]3CN(Cc4cccnc4)C(=O)[C@]34CCCN24)o1
→ -6	8	-1	2.5	-12	2	101	-1	95
> CCn1c(SCC(=O)c2ccc(NC(C)=O)c(OC)c2)nnc1-c1ccc(NS(C)(=O)=O)cc1
→ 8	0	-3	-2.5	-11	-1	105	0	102
> CCS(=O)(=O)N1Cc2ccccc2CC1C(=O)NCc1cccc(OC)c1 (centres undefined)
→ 0	-4	-5	-0.9	-17	0	101	10	105
> COc1ccc(-n2c(C)cc(/C=C3\SC(=O)NC3=O)c2C)cc1
→ 9	1	-9	-2.5	-13	5	103	-22	104
> CCCCC1(C)OC(=O)C(=Cc2c[nH]c3ccccc23)C(=O)O1 (centres undefined)
→ -13	17	3	20	-11	-2	102	7	98
> CCOC(=O)N1CCN(CC(=O)n2c(C)c(C)c3ccccc32)CC1
→ -6	24	-3	-3.0	-13	5	124*	12	120
> COc1cc(C(=O)Nc2ccccc2SCc2cc(=O)n3nc(C)sc3n2)cc(OC)c1OC
→ 3	5	-9	0.1	-28	7	100	7	98

Some values from the results shown:
Value of `COc1ccc(-n2c(C)cc(/C=C3\SC(=O)NC3=O)c2C)cc1` under CRFR2-BP ag: -2.5
Value of `CCOC(=O)N1CCN(CC(=O)n2c(C)c(C)c3ccccc32)CC1` under MEKK2wt PB1 HTS: 120
Value of `CCS(=O)(=O)N1Cc2ccccc2CC1C(=O)NCc1cccc(OC)c1` (centres undefined) under CRFR2-BP ag: -0.9

These rows are one share of the data; rates above refer to the full screens.
